High-throughput results from PubChem.
M. tuberculosis: growth inhibition of non-replicating M. tuberculosis (AID 488890). Mycobacterium tuberculosis non-replicating, growth inhibition; higher % means a stronger effect. one-dose inhibition, % at 25 µM; IC50 in µM for titrated hits. 320,000 compounds, 0.39% hits; in the data active = a potency from the dose series; inconclusive = inhibition mostly from about 82% at the one dose, without a potency; inactive = the rest, 99 in 100 with inhibition below about 76%;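 note: plate controls were DMSO cells for no effect and high antibiotic wells for full effect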
M. tuberculosis HTS: M. tuberculosis growth inhibition, HTS (AID 449762); M. tuberculosis H37Rv growth inhibition, 7H9 media; higher % means a stronger effect; one-dose inhibition, % at 25 µM; IC50 in µM for titrated hits; 330,000 compounds, 0.59% hits; in the data active = a potency from the dose series; inconclusive = inhibition above about 70% without an active follow-up result;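 note: bacterial growth assessed after seven days of incubation; strong numbers were not always called active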
inhibitors of VEEV: inhibitors of VEEV TC-83 cytopathic effect, confirmation, Vero cells (AID 588727). Vero cells, VEEV TC-83 cytopathic effect inhibition; higher % means a stronger effect. inhibition, % at 20 µM; hits with a dose series show IC50 in µM. 350,000 compounds, 0.13% hits; in the data active = a potency from the dose series; inconclusive = inhibition mostly from about 14% at the one dose, without a potency; inactive = the rest, 99 in 100 with inhibition below about 12%; note: strong numbers were not always called active
influenza NS1A: NS1A inhibition, H1N1 influenza, cell based functional assay (AID 504329); NS1A functional cell-based assay, percent inhibition; higher % means a stronger effect; one-dose inhibition, % at 12.5 µM; IC50 in µM for titrated hits; 340,000 compounds, 0.3% hits; in the data active = a potency from the dose series; inconclusive = inhibition above about 27% without an active follow-up result; note: strong numbers were not always called active
Salmonella PhoP GFP: Inhibition of PhoP regulon, Salmonella typhi GFP reporter cells, confirmation, 4 h (AID 1850); Salmonella Typhi PhoP-promoter GFP reporter, fluorescence, 4 h; higher % means a stronger effect; inhibition, % at 50 µM; hits with a dose series show IC50 in µM; 310,000 compounds, 0.33% hits; in the data active = a potency from the dose series; inconclusive = inhibition mostly from about 25% at the one dose, without a potency; inactive = the rest, 99 in 100 with inhibition below about 19%;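 note: 0% = induced wells with vehicle and 100% = uninduced wells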
inhibitors of VEEV 10K pilot screen: second read-out of inhibitors of VEEV, no call of its own (marks repeat the call); inhibition, %; measured here: 10K pilot screen inhibition
* = called active by the depositor. The order is random (roughly 1.6% active in at least one column).

Screening C=CC(=O)NC(NC(=O)C=C)c1ccccc1F returned M. tuberculosis -10%, M. tuberculosis HTS -1%, inhibitors of VEEV 0.4%, influenza NS1A -3% and Salmonella PhoP GFP 2%.
Cc1[nH]c2ccc(-c3nnc(SCC(=O)N4CCCc5ccccc54)o3)cc2c1C was read as M. tuberculosis 28%, M. tuberculosis HTS 1%, inhibitors of VEEV 2.2%, influenza NS1A 0% and Salmonella PhoP GFP -9%.
`COc1ccccc1N1CCN(C(=O)c2cccc(Oc3ccccc3)c2)CC1` gave M. tuberculosis 16%, M. tuberculosis HTS -2%, inhibitors of VEEV 7.5%, influenza NS1A -7% and Salmonella PhoP GFP -2%.
COc1cc(NC(=O)c2sc3ncn(CC(=O)N4CCCCC4)c(=O)c3c2C)cc(OC)c1OC was read as M. tuberculosis 13%, M. tuberculosis HTS 0%, inhibitors of VEEV 7.3%, influenza NS1A 11% and Salmonella PhoP GFP -12%.
For Oc1ccccc1Nc1nc(NCc2ccco2)c2ccccc2n1 the results were M. tuberculosis 59%, M. tuberculosis HTS inconclusive, inhibitors of VEEV 6.1%, influenza NS1A 1% and Salmonella PhoP GFP 35µM*.
`CCCCC(=O)Nc1cc(OC)c(NC(=S)Nc2ccc(OC)cc2)cc1OC` gave inhibitors of VEEV 0.8% and influenza NS1A 1%.
`COc1cc(C)c(CNCCc2c[nH]c3ccccc23)cc1C` gave M. tuberculosis 48%, M. tuberculosis HTS 9%, inhibitors of VEEV 0.2%, influenza NS1A 4% and Salmonella PhoP GFP 1%.
`Fc1ccccc1CSc1nc2ncc(Br)cc2[nH]1` gave M. tuberculosis 49%, M. tuberculosis HTS -1%, inhibitors of VEEV 4.1%, influenza NS1A -4% and Salmonella PhoP GFP 2%.
Screening CC(C)(C)n1ncc2c(=O)n(CC(=O)N3CCc4ccccc43)cnc21 returned M. tuberculosis 2%, M. tuberculosis HTS -2%, inhibitors of VEEV 6.8%, influenza NS1A 5% and Salmonella PhoP GFP 6%.
`O=C(Nc1c[nH]c(=O)[nH]c1=O)c1ccc2c(c1)C(=O)N(c1cccc([N+](=O)[O-])c1)C2=O` gave inhibitors of VEEV 0.8% and influenza NS1A -9%.
For COc1ccc(/C=C/C(=O)O/N=C(\N)c2ccccn2)cc1OC the results were M. tuberculosis 31%, M. tuberculosis HTS 67%, inhibitors of VEEV 2.6% and influenza NS1A 0%.
Cc1c(C(=O)NCc2cccnc2)sc2nc(-c3ccccc3)cn12 was read as M. tuberculosis 5%, M. tuberculosis HTS 2%, inhibitors of VEEV 4.9%, influenza NS1A 1%, Salmonella PhoP GFP 1% and inhibitors of VEEV 10K pilot screen 1.1.
`COC(=O)C1=C(c2ccc(F)cc2OCc2ccccc2)C[C@@H]2CC[C@H]1N2C(=O)NCCNC(C)=O` gave M. tuberculosis -11%, M. tuberculosis HTS -1%, inhibitors of VEEV inactive and influenza NS1A -14%.
Screening Cc1nnc(SCC(=O)Nc2cccc(S(=O)(=O)N(C)c3ccccc3)c2)s1 returned M. tuberculosis -14%, M. tuberculosis HTS 14%, inhibitors of VEEV inactive, influenza NS1A -4% and Salmonella PhoP GFP 3%.
For O=[N+]([O-])c1cccc(C2N3CCCN23)c1 (stereo unspecified) the results were M. tuberculosis -29%, M. tuberculosis HTS -5%, inhibitors of VEEV 0.1%, influenza NS1A -1% and Salmonella PhoP GFP 1%.
`O=C(CSc1nc2ccccc2[nH]1)Nc1ccc(F)cc1` gave M. tuberculosis HTS 0%, inhibitors of VEEV 3.5%, influenza NS1A -3% and Salmonella PhoP GFP 1%.
CCCCOc1ccc(CN(C)c2ncnc(N)n2)cc1 was read as M. tuberculosis 44%, M. tuberculosis HTS 3%, inhibitors of VEEV inactive, influenza NS1A -2% and Salmonella PhoP GFP 9%.
O=C(CC1C(=O)NCCN1Cc1ccccc1C(F)(F)F)NCCN1CCOCC1 (stereo unspecified) was read as M. tuberculosis -16%, M. tuberculosis HTS -3%, inhibitors of VEEV 3.5%, influenza NS1A 8% and Salmonella PhoP GFP -1%.
For COCCCn1c(C(=O)N2CC(C)OC(C)C2)cc2c(=O)n3cccc(C)c3nc21 (stereo unspecified) the results were M. tuberculosis 18%, M. tuberculosis HTS -13%, inhibitors of VEEV inactive, influenza NS1A 2% and Salmonella PhoP GFP -7%.
For O=C(c1cc2ccccc2o1)N1CCN(Cc2ccccc2)CC1 the results were M. tuberculosis 7.6µM*, M. tuberculosis HTS 7%, inhibitors of VEEV 2.3%, influenza NS1A -16% and Salmonella PhoP GFP -2%.
O=[N+]([O-])c1ccc(Cl)c(S(=O)(=O)Nc2ccc3cn[nH]c3c2)c1 was read as M. tuberculosis 7%, M. tuberculosis HTS 4%, inhibitors of VEEV 1.3% and influenza NS1A -1%.
For O=C(Nn1c(Cc2ccccc2)nc2ccccc2c1=O)c1c(O)c2cccc3c2n(c1=O)CCC3 the results were M. tuberculosis -34%, M. tuberculosis HTS -3%, inhibitors of VEEV 3.2%, influenza NS1A 3% and Salmonella PhoP GFP -4%.
For O=c1[nH]cc(-c2ccc(Br)cc2)n1Cc1ccccc1 the results were M. tuberculosis 19%, M. tuberculosis HTS 7%, inhibitors of VEEV 1.7%, influenza NS1A -18% and Salmonella PhoP GFP 11%.
`O=C(Nc1ccccn1)C(=O)Nc1ccccn1` gave M. tuberculosis 11%, M. tuberculosis HTS -4%, inhibitors of VEEV 0.7%, influenza NS1A -1% and Salmonella PhoP GFP 1%.
`COc1ccc(/C=C/C(=O)Nc2cccc(S(=O)(=O)N3CCOCC3)c2)cc1OC` gave inhibitors of VEEV 12% and influenza NS1A -2%.
For CC(C)NC(=O)c1ccc2c(c1)N(CC(=O)Nc1ccccc1F)C(=O)C(C)(C)O2 the results were M. tuberculosis 10%, M. tuberculosis HTS 3%, inhibitors of VEEV inactive, influenza NS1A -6% and Salmonella PhoP GFP -5%.
Screening O=C(CSc1nnc(Cc2ccccc2)o1)N1CCCC1 returned M. tuberculosis 0%, M. tuberculosis HTS -4%, inhibitors of VEEV inactive, influenza NS1A 1% and Salmonella PhoP GFP 3%.
O=C(COc1ccc(Br)cc1)OCCN1CCCCC1 was read as M. tuberculosis -5%, M. tuberculosis HTS -9%, inhibitors of VEEV 1.7%, influenza NS1A -5% and Salmonella PhoP GFP 4%.
Screening O=C(Nc1ccc2[nH]c(=O)[nH]c2c1)c1ccc([N+](=O)[O-])o1 returned M. tuberculosis inconclusive, M. tuberculosis HTS inconclusive, inhibitors of VEEV 8.8% and influenza NS1A -7%.
Cc1cc(C(=O)N2CCOCC2)n(-c2ccccc2)n1 was read as M. tuberculosis HTS -3%, inhibitors of VEEV 0.4%, influenza NS1A 5% and Salmonella PhoP GFP -8%.

Nothing new here: two of the compounds above.
`O=C(CSc1nc2ccccc2[nH]1)Nc1ccc(F)cc1` gave M. tuberculosis HTS 0%, inhibitors of VEEV 3.5%, influenza NS1A -3% and Salmonella PhoP GFP 1%.
CCCCOc1ccc(CN(C)c2ncnc(N)n2)cc1 was read as M. tuberculosis 44%, M. tuberculosis HTS 3%, inhibitors of VEEV inactive, influenza NS1A -2% and Salmonella PhoP GFP 9%.

The list goes on:
For CCS(=O)(=O)NCC(c1cccnc1)N1CCN(c2ccc(F)cc2)CC1 (stereo unspecified) the results were M. tuberculosis -6%, M. tuberculosis HTS 2%, inhibitors of VEEV inactive, influenza NS1A -10% and Salmonella PhoP GFP -1%.
CC(=O)Nc1ccc(NC(=O)C(C)OC(=O)c2oc3ccccc3c2C)cc1 (stereo unspecified) was read as M. tuberculosis -4%, M. tuberculosis HTS -1%, inhibitors of VEEV 2.4%, influenza NS1A -8% and Salmonella PhoP GFP 5%.
For Cc1ccc(NC(=O)c2cc(C)on2)cc1 the results were M. tuberculosis 3%, M. tuberculosis HTS 0%, inhibitors of VEEV 0.8%, influenza NS1A -4% and Salmonella PhoP GFP -11%.
Screening O=C(NN1CCOCC1)c1cnn2c(C(F)F)cc(-c3ccccc3)nc12 returned M. tuberculosis -2%, M. tuberculosis HTS 0%, inhibitors of VEEV 3.4%, influenza NS1A -8% and Salmonella PhoP GFP 3%.
`CC(C)Nc1nc(Cl)nc(NNC(=O)C(C)Oc2ccccc2)n1` (stereo unspecified) gave M. tuberculosis -4%, M. tuberculosis HTS 0%, inhibitors of VEEV 7.1%, influenza NS1A -6% and Salmonella PhoP GFP -13%.
CC1CN(Cc2ccc(Cl)cc2Cl)CC(C)O1 (stereo unspecified) was read as M. tuberculosis 0%, M. tuberculosis HTS 3%, inhibitors of VEEV 0.5%, influenza NS1A -1% and Salmonella PhoP GFP 1%.
`CCSc1nnc(NC(=O)CSc2sc3c(O)cc(=O)[nH]c3c2C#N)s1` gave M. tuberculosis 6%, M. tuberculosis HTS -1%, inhibitors of VEEV 1.7%, influenza NS1A -5% and Salmonella PhoP GFP 6%.
`CSc1ccc(-c2nnn(Cc3ccc(C)cc3)n2)cc1` gave M. tuberculosis 29%, M. tuberculosis HTS -4%, inhibitors of VEEV 1.8%, influenza NS1A 2% and Salmonella PhoP GFP -3%.
For O=C(NCCC1CCCCN1S(=O)(=O)c1ccccc1)C(=O)NCc1cccnc1 (stereo unspecified) the results were M. tuberculosis -10%, M. tuberculosis HTS -8%, inhibitors of VEEV inactive, influenza NS1A 3% and Salmonella PhoP GFP -3%.
`CCC(C)c1ccc(NC(=S)N2CCN(S(C)(=O)=O)CC2)cc1` (stereo unspecified) gave M. tuberculosis 5%, M. tuberculosis HTS 0%, inhibitors of VEEV 8.2%, influenza NS1A -5% and Salmonella PhoP GFP -12%.
Screening CC(Sc1nc(-c2ccc(F)cc2)cs1)C(=O)Nc1ccc(Cl)cn1 (stereo unspecified) returned M. tuberculosis 32%, M. tuberculosis HTS 6%, inhibitors of VEEV 0.7%, influenza NS1A 0% and Salmonella PhoP GFP 4%.
For CCc1ccc(OCC2Cn3c(nc4c3c(=O)[nH]c(=O)n4C)O2)cc1 (stereo unspecified) the results were M. tuberculosis 20%, M. tuberculosis HTS 12%, inhibitors of VEEV 0.2%, influenza NS1A -1% and Salmonella PhoP GFP -1%.
For O=C(/C=C/c1cccs1)NCc1ccc2c(c1)OCO2 the results were M. tuberculosis 71%, M. tuberculosis HTS 3%, inhibitors of VEEV 0.2%, influenza NS1A -24% and Salmonella PhoP GFP -11%.
Screening CCN1CCN(c2ccc(NC(=O)c3ccc(F)cc3)cc2Cl)CC1 returned M. tuberculosis 21%, M. tuberculosis HTS -1%, inhibitors of VEEV 1.1%, influenza NS1A 4% and Salmonella PhoP GFP 11%.
Screening COc1ccc(CNC(=O)C[C@H]2C(=O)N(C3CCCCC3)C[C@@H]2Cc2ccccc2)cc1 returned M. tuberculosis -4%, M. tuberculosis HTS 2%, inhibitors of VEEV inactive, influenza NS1A -15% and Salmonella PhoP GFP 1%.
Screening COc1cc(/C=N/NC(=O)c2ccncc2)ccc1OC(=O)c1cccc(Br)c1 returned M. tuberculosis inconclusive, M. tuberculosis HTS inconclusive, inhibitors of VEEV 0.7%, influenza NS1A 2% and Salmonella PhoP GFP 9%.
COc1ccc(NS(=O)(=O)c2ccc(O)c(NS(=O)(=O)c3ccc(NC(C)=O)cc3)c2)cc1 was read as M. tuberculosis -4%, M. tuberculosis HTS 3%, inhibitors of VEEV 1.8% and influenza NS1A -17%.
Screening CCC(C)SCC(=O)Nc1ccc(S(=O)(=O)N2CCOCC2)cc1OC (stereo unspecified) returned M. tuberculosis -7%, M. tuberculosis HTS 1%, inhibitors of VEEV 0.5%, influenza NS1A -3% and Salmonella PhoP GFP 4%.

5 records drawn at random from the list so far, as already listed:
`COc1cc(C)c(CNCCc2c[nH]c3ccccc23)cc1C` gave M. tuberculosis 48%, M. tuberculosis HTS 9%, inhibitors of VEEV 0.2%, influenza NS1A 4% and Salmonella PhoP GFP 1%.
`CC(C)Nc1nc(Cl)nc(NNC(=O)C(C)Oc2ccccc2)n1` (stereo unspecified) gave M. tuberculosis -4%, M. tuberculosis HTS 0%, inhibitors of VEEV 7.1%, influenza NS1A -6% and Salmonella PhoP GFP -13%.
Screening CCC(C)SCC(=O)Nc1ccc(S(=O)(=O)N2CCOCC2)cc1OC (stereo unspecified) returned M. tuberculosis -7%, M. tuberculosis HTS 1%, inhibitors of VEEV 0.5%, influenza NS1A -3% and Salmonella PhoP GFP 4%.
`CCC(C)c1ccc(NC(=S)N2CCN(S(C)(=O)=O)CC2)cc1` (stereo unspecified) gave M. tuberculosis 5%, M. tuberculosis HTS 0%, inhibitors of VEEV 8.2%, influenza NS1A -5% and Salmonella PhoP GFP -12%.
For CCc1ccc(OCC2Cn3c(nc4c3c(=O)[nH]c(=O)n4C)O2)cc1 (stereo unspecified) the results were M. tuberculosis 20%, M. tuberculosis HTS 12%, inhibitors of VEEV 0.2%, influenza NS1A -1% and Salmonella PhoP GFP -1%.
